KLF5 inh: KLF5 expression inhibitors, primary screen, DLD-1 cells, luminescence; DLD-1 KLF5 promoter-luciferase reporter; inhibition, % at 5 µM; hit rate 0.23% among 290,000;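 active = inhibition above a per-plate limit of that plate's mean compound inhibition plus 3 SD, cut at about 60% in these data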;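 note: 0% = DMSO wells and 100% = LY294002 at 200 µM; higher means less KLF5 promoter-driven luciferase light; inactives centre near -14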
TRPC4 potent: positive allosteric modulators of TRPC4, primary screen, cell-based, mouse TRPC4beta, HEK293 mu-opioid, Fluo-4 calcium; hit rate 0.42% among 310,000; DAMGO EC20, Fluo-4 Ca2+ flux; active compounds read high; Short transient receptor potential channel 4 (Mus musculus), Q9QUQ5; B-score at 10 µM;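 active = B-score of calcium response area above 5 SD of library B-scores, with initial fluorescence ratio within 5 SD of library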;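 note: B-score of integrated fluorescence ratio over time as area under calcium response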
HIF activator: HIF pathway transcriptional activators, primary screen, cell-based, U2OS HRE-luciferase, luminescence | U2OS HRE-luciferase reporter; normalized: DMSO 0%, desferrioxamine 100% | activation, % at 7.5 µM (by protocol) | hit rate 0.32% among 300,000 | AID 1910, 2009;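 active = mean activation of at least 10% of the iron chelator positive control signal, with at least half of replicates also reaching 10%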
SKKanGAS inh: S. pyogenes SKKanGAS growth inhibitors in kanamycin, primary screen, streptokinase expression inhibitor project, SKKanGAS strain, BacTiter-Glo luminescence; hit rate 1.3% among 300,000; AID 1662, 2009; 6 h; inhibition, % at 7.5 µM;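 active = mean replicate score, as percent of positive control median, at least 50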;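 note: strain carries kanamycin resistance gene driven by streptokinase promoter and grows in 40 µg/ml kanamycin; loss of luminescence reflects streptokinase promoter inhibition or plain growth inhibition; 0% = median of DMSO wells and 100% = positive control at its reference dose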
IEC-6 cytotox: cytotoxicity in IEC-6 intestinal epithelial cells, primary screen, cytotoxicity control for KLF5 inhibitor project, cell-based, luminescence; inhibition, % at 5 µM; IEC-6 cytotoxicity, luminescence viability; hit rate 0.78% among 290,000; in the data active = inhibition above about 22%;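 note: 0% = plate median of test compound wells and 100% = cytotoxic reference compound wells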
TRPC4 agonist: activators of mouse TRPC4 channel, primary screen, Fluo4 calcium, HEK293 TRPC4beta/mu-opioid cells; B-score at 10 µM; hit rate 0.49% among 310,000; Fluo4 calcium fluorescence; active compounds read high; AID 2237, 2010; Short transient receptor potential channel 4 (Mus musculus), Q9QUQ5;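 active = B-score above 5 SD of library B-scores, and initial fluorescence ratio not above library mean plus 5 SD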;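 note: positive B-score marks a calcium rise read as TRPC4 activation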
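Material: HEK293 stable line with TRPC4beta plus mu-opioid receptor; technique: Fluo4 calcium-sensitive dye fluorescence, kinetic, 1 Hz baseline; timing: Fluo4 dye loading 45 min at room temperature, 110 s recording; controls: assay buffer as low control, maximal DAMGO as high control; read-out: integrated baseline-normalised fluorescence ratio, converted to per-well B score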
aSyn UTR inh: MLPCN primary screen, SNCA 5' untranslated region; alpha-synuclein 5'UTR reporter, inhibitor activity; inhibition, % (tested at 7.5 µM); hit rate 0.82% among 300,000; AID 1813, 2009; in the data active = inhibition above about 60%;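 note: H4 neuroglioblastoma cells stably carrying SNCA 5'UTR luciferase fusion; 0% = DMSO wells and 100% = positive control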
TRPC6 inh: mouse TRPC6 channel inhibitors, primary screen, cell-based, HEK293, membrane potential dye; Short transient receptor potential channel 6 (Mus musculus), Q61143; ACh-evoked depolarization; active compounds read low; B-score at 10 µM; hit rate 1.1% among 310,000;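 active = B-score under library mean minus 3 SD, initial fluorescence not abnormally high, positive integrated signal ratio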;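 note: B-score derived from integrated fluorescence ratio over the kinetic read; more negative B-score means stronger inhibition of depolarization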
TRPC6 act: mouse TRPC6 channel activators, primary screen, cell-based, HEK293, membrane potential dye | Short transient receptor potential channel 6 (Mus musculus), Q61143 | HEK293-TRPC6 membrane potential dye fluorescence; active compounds read high | B-score at 10 µM | hit rate 0.13% among 310,000;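 active = B-score of the integrated fluorescence ratio above library mean plus 3 SD, and starting fluorescence ratio within library mean plus 5 SD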;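 note: higher score means more depolarization so channel activation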
TRPC4 inh: inhibitors of mouse TRPC4 channel, primary screen, Fluo4 calcium, HEK293 TRPC4beta/mu-opioid cells. Short transient receptor potential channel 4 (Mus musculus), Q9QUQ5. DAMGO-evoked Fluo4 calcium flux; active compounds read low. B-score at 10 µM. hit rate 0.39% among 300,000. AID 2247, 2010;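 active = B-score over 3 SD under the library average, no early fluorescence shift, positive overall ratio signal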
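Material: HEK293 cells with stable TRPC4beta plus mu-opioid receptor expression; probe or stimulus: DAMGO in two steps, submaximal then maximal; technique: Fluo4 calcium fluorescence by kinetic imaging, 5 s 1 Hz baseline; measure: integrated fluorescence ratio relative to baseline, converted to per-well B score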
MrgX1 antagonist: antagonists of human MrgX1 receptor, primary screen, HEK293 cells, Fluo-4 calcium flux; BAM8-22 antagonism; active compounds read low; B-score at 10 µM; hit rate 1.3% among 310,000; AID 588676, 2011;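 active = calcium-response B-score plate-corrected more than 3 library SD below zero, starting fluorescence within 5 deviations, no agonist response on first addition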;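 note: peak minus trough fluorescence over baseline after final BAM8-22 challenge near maximal dose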
Target sequence (Q96LB2 whole entry, looked up): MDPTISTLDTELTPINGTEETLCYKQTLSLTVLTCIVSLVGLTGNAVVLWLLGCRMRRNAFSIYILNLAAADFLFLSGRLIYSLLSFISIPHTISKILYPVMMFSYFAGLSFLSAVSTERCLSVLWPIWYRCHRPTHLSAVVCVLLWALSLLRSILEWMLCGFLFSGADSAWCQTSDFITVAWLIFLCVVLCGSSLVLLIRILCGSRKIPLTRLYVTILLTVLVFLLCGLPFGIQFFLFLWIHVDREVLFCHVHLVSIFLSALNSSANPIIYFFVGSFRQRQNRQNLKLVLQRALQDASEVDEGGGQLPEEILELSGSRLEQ
The depositor's hits bear a star; i = inactive; nt = not tested or not shown.

SMILES	KLF5 inh	TRPC4 potent	HIF activator	SKKanGAS inh	IEC-6 cytotox	TRPC4 agonist	aSyn UTR inh	TRPC6 inh	TRPC6 act	TRPC4 inh	MrgX1 antagonist
Cc1ccc(Cc2nc(-c3cccc(C)c3)no2)cc1	-21	i	2.2	25	5	i	-173	i	i	i	i
CCCCNC(=O)C1C2C=CC3(CN(Cc4ccccc4Cl)C(=O)C13)O2 (stereo not drawn)	-4	i	0.0	-1	-7	i	14	i	i	i	i
COc1cc2c(cc1OC)-c1nc3ccccc3c(=O)n1C(C)(C)C2	-2	i	-0.2	4	-2	i	39	i	i	i	i
Cc1c(C)c(C)c(CO/N=C/c2cccs2)c(C)c1C	-12	i	-0.2	-6	8	i	31	i	i	i	i
CCCC(=NC(C)CC)C1=C(O)CC(c2ccccc2)CC1=O (stereo not drawn)	0	i	-0.1	-1	-4	i	19	i	i	i	i
FC(F)Oc1ccc(NC(=S)NN2CCOCC2)cc1	-23	i	-0.5	0	-3	i	3	i	i	i	i
Cc1ccc2c(c1)CCCN2C(=O)CSc1ccccc1	-36	i	0.9	-3	-5	i	-8	i	i	i	i
Cc1ccc(OCC(=O)Nc2ccccc2N2CCCC2)c(C)c1	4	i	-0.1	7	0	i	21	i	i	i	i
CCOc1ccccc1NC(=O)Cn1c(=O)oc2ccccc21	13	i	-0.7	-16	8	i	29	i	i	i	i
Cc1nnc(SCc2cc(=O)[nH]c(N3CCN(C)CC3)n2)s1	-3	i	1.1	-3	8	i	7	i	i	i	i
Cc1cc(C)cc(Oc2coc3cc(O)ccc3c2=O)c1	-16	i	1.4	6	-5	i	-9	i	i	i	i
C=CCN=C1S/C(=C/c2cccc([N+](=O)[O-])c2)C(=O)N1CC=C	-9	i	0.3	-4	6	i	38	i	i	i	i
COc1ccc(-c2cc(C(=O)OCC(=O)NC(C)(C)C)c3ccccc3n2)cc1	-25	i	1.4	1	-8	i	-40	i	i	i	i
COc1ccc(CN2CCCC(CO)(Cc3ccc(F)cc3F)C2)cc1 (stereo not drawn)	-29	i	1.2	3	2	i	-5	i	i	i	i
COc1cccc(C2CC(c3cccc(NS(C)(=O)=O)c3)=NN2C(=O)c2ccccc2)c1OC (stereo not drawn)	-9	i	-0.6	6	3	i	14	i	i	i	i
Cc1ccc(SCC(=O)OCC(=O)N2CCN(C(=O)c3ccco3)CC2)c(C)c1	nt	i	0.5	1	nt	i	9	i	i	i	i
CC(C)O/N=C1\C(=O)N(c2ccccc2)c2ccccc21	8	i	-0.1	7	7	i	23	i	i	i	i
CO/C=C\C=C/c1nnn(-c2ccc(Cl)cc2)n1	-8	i	0.3	-9	1	i	-48	i	i	i	i
CCSc1nnc2ccc(-c3cccs3)nn12	-9	i	0.1	-13	-2	i	7	i	i	i	i
Cn1c(CO)nc2cc(N)ccc21	-27	i	0.0	-4	-2	i	-11	i	i	i	i
CCC(C)[C@H](NC(=O)Nc1ccccc1F)C(=O)OC (stereo partly drawn)	-20	i	-0.7	-14	-4	i	-2	i	i	i	i
CC(C)(C)c1cc(NC(=O)COC(=O)c2ccc(O)cc2O)n(-c2ccccc2)n1	nt	i	0.2	7	nt	i	-14	i	i	i	i
CC(C)NC(=O)CCCc1ccccc1	-28	i	0.7	1	-2	i	-18	i	i	i	i
CC(=O)Nc1ccc(S(=O)(=O)N2CCC(C(=O)O)CC2)cc1	-12	i	0.1	5	-5	i	4	i	i	i	i
CCOC(=O)N/N=C\c1cccc(OC)c1	-40	i	0.8	-4	0	i	-28	i	i	i	i
CCOC(=O)c1c(/N=C/c2cc(OC)cc([N+](=O)[O-])c2O)sc(C)c1C	-7	i	0.1	5	-10	i	12	i	i	i	i
COc1ccc(/C=N/NC(=O)Cn2cnc3ccccc3c2=O)cc1OC	-19	i	-0.5	-2	-11	i	11	i	i	i	i
COc1ccc2cc(CN(CCc3ccccc3)Cc3nnnn3Cc3ccco3)c(=O)[nH]c2c1	-12	i	0.0	6	-4	i	10	i	i	i	i
O=C(CSCc1ccc(Cl)cc1)N/N=C/c1ccc(OCC(=O)Nc2ccccc2)cc1	-36	i	0.9	13	-11	i	-32	i	i	i	i
CC1(C)CC(=O)C2=C(C1)OC1=C(C(=O)CC(C)(C)C1)C2c1ccccc1	-18	i	-0.4	-2	2	i	21	i	i	i	i
CN1CCN(S(=O)(=O)c2cnccc2N2CCN(c3cccc(Cl)c3)CC2)CC1	-14	i	-0.2	-6	-4	i	16	i	i	i	i
CC(NC(=O)c1ccc(N2CCCC2=O)cc1)c1ccccc1 (stereo not drawn)	-5	i	0.2	-4	-1	i	5	i	i	i	i
Cc1cc(C)c(Nc2ncnc(N)n2)c(C)c1	-19	i	0.0	-2	-6	i	-21	i	i	i	i
Cc1ccc2sc(N3CCN(CCNC(=O)c4ccco4)CC3)nc2c1C	nt	i	-14	-5	nt	i	-10	i	i	i	i
Cc1ccc(/C=C/c2nc3ccccc3c(=O)n2CCc2ccccc2)cc1	-14	i	0.9	12	2	i	-1	i	i	i	i
CN(C)c1ccnc(Oc2ccc(Cl)cc2)c1C#N	-29	i	0.2	0	12	i	-52	i	i	i	i
Cc1cc(C(=O)Nc2cc(C)on2)on1	-8	i	0.1	-6	-2	i	-32	i	i	i	i
O=C(CSc1nc(-c2ccco2)cc(C(F)(F)F)n1)NCc1cccs1	-33	i	-2.0	-5	1	i	13	i	i	i	i
CC1CCc2c(nc3ncnn3c2N2CCN(c3ccccc3)CC2)C1 (stereo not drawn)	-19	i	0.9	0	-5	i	-1	i	i	i	i
c1ccc(CCNc2nc(-c3ccncc3)nc3ccccc23)cc1	16	i	1.6	3	4	i	0	i	i	i	i
CCOC(=O)N1CCN(C(=O)c2cn(CC)c3ccc(S(=O)(=O)N4CCC(C)CC4)cc3c2=O)CC1	-21	i	-0.5	0	0	i	5	i	i	i	i
COc1ccc(CC(=O)N2CCC(CCC(=O)Nc3ccccc3)CC2)cc1	-10	i	0.1	-1	-5	i	11	i	i	i	i
CCc1nc(SCC(=O)Nc2cc(OC)ccc2OC)c2c(C)c(C)sc2n1	6	i	-0.2	8	-10	i	-15	i	i	i	i
Cc1ccc(/C=C/C(=O)NC2=NCCS2)cc1	-76	i	0.0	-12	1	i	8	i	i	i	i
Cc1ccc(Cc2nnc(SCC(=O)Nc3ccccc3C)[nH]c2=O)cc1	nt	i	-0.1	6	nt	i	2	i	i	i	i
CC(C)C(NC(=O)/C(=C\c1ccco1)NC(=O)c1ccco1)C(=O)O (stereo not drawn)	-37	i	-0.7	-5	-16	i	17	i	i	i	i
O=C(N/N=C\c1cc(Br)ccc1O)c1ccc(S(=O)(=O)N2CCCCC2)cc1	-1	i	37*	106*	0	i	110*	i	i	i	i
O[C@@H]1C2CCCC1[C@]1(O)CCCCC1C2 (stereo partly drawn)	-28	i	0.7	-1	0	i	3	i	i	i	i
O=C(/C=C/c1ccccc1F)c1ccoc1	-33	i	0.3	1	-6	i	-68	i	i	i	i
COc1ccc(OC)c(CNS(=O)(=O)c2cc(CN3C(=O)c4cccnc4C3=O)ccc2OC)c1	-45	i	0.2	-6	-2	i	-23	i	i	i	i
Additional compounds
SMILES	KLF5 inh	TRPC4 potent	HIF activator	SKKanGAS inh	IEC-6 cytotox	TRPC4 agonist	aSyn UTR inh	TRPC6 inh	TRPC6 act	TRPC4 inh	MrgX1 antagonist
COc1ccc(-c2nnc(SC(C)C(=O)Nc3nccs3)n2Cc2ccccc2)cc1OC (stereo not drawn)	-24	i	0.2	-8	0	i	32	i	i	i	i
Cc1[nH]n(-c2ccccc2)c(=O)c1/C=N/c1nn[nH]n1	-6	i	0.0	3	1	i	-14	i	i	i	i
COc1ccc2[nH]c(C(=O)N(C)Cc3ccccc3)c(C)c2c1	-29	i	-33	-4	0	i	-12	i	i	i	i
CC(C)(C)n1nc2c(c1NC(=O)Cc1ccc(Cl)cc1)CS(=O)(=O)C2	-5	i	0.2	-2	-2	i	17	i	i	i	i
COc1ccc(C)cc1NC(=O)c1nn(-c2ccccc2)cc1OC	18	i	0.8	8	9	i	8	i	i	i	i
Cc1ccc2[nH]c(=O)c(CN(CC3COCCO3)C(=O)Nc3ccccc3C)cc2c1 (stereo not drawn)	18	i	1.5	-9	-14	i	14	i	i	i	i
Cc1ccc(NC(=S)NNC(=O)c2nnn(-c3ccccc3)c2C)cc1	-40	i	3.2	8	4	i	3	i	i	i	i
COc1cc(OC)cc(C(=O)Nc2ncc3c(n2)CC(C)CC3=O)c1 (stereo not drawn)	-38	i	-0.8	-3	1	i	19	i	i	i	i
Cn1nccc1C(=O)N(CCN1CCCCC1)CC1CCCN(C2CCCC2)C1 (stereo not drawn)	-44	i	1.2	40	5	i	-17	i	i	i	i
O=C(OCC(=O)N1CCN(c2ccccc2)CC1)c1cccs1	nt	i	0.0	-6	nt	i	4	i	i	i	i
O=S(=O)(NC1CCCCC1)c1ccc(Cl)nc1	-5	i	0.8	6	-5	i	1	i	i	i	i
Cc1cccc(-n2c3nc(=O)[nH]c(=O)c-3cc3c(C)nn(-c4ccccc4)c32)c1	-24	i	-0.4	0	0	i	3	i	i	i	i
CC(C)=CCc1c(-c2ccc(O)cc2O)oc2cc3c(c(O)c2c1=O)C=CC(C)(C)O3	nt	i	0.0	107*	nt	i	-48	i	i	i	i
CC1CCN(c2ccc(N3C(=O)C4CCCCC4C3=O)cc2[N+](=O)[O-])CC1 (stereo not drawn)	-17	i	0.1	-8	0	i	17	i	i	i	i
COc1ccc(S(=O)(=O)NCc2ccccn2)cc1OC	-27	i	-1.4	1	-5	i	-1	i	i	i	i
Cc1ccc(CCN2CC(C(=O)NCCc3ccccc3)CC2=O)cc1 (stereo not drawn)	-40	i	-0.2	-2	-5	i	6	i	i	i	i

Assay outcomes from PubChem BioAssay.
